Screening results as filed in PubChem BioAssay.
HepG2 tox = kills HepG2 cells in TGF-b inhibitor counter-screen. HepG2 CAGA-GFP viability, ATP luminescence, 18 h. Potency, µM (top dose mostly 46.1 µM), without a hit: at the highest dose activity change, negative = cytotoxicity, most hits filed as cytotoxic. AID 588856. 410,000 tested, 0.76% active; note: potency is the fitted concentration of half-maximal effect; some results filed as inactive show a strong effect at the top dose
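HepG2 CAGA-GFP cells (1000/well, DMEM with 1% FBS) received compound, then TGF-beta at 500 pg/mL final, and were incubated 18 hours at 37 degrees C. Viability was read by CellTiter-Glo luminescence. Media-only wells were set as complete cell-killing and DMSO as no toxicity.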
HT1080 IDH1KD tx = toxicity to HT-1080 IDH1 knockdown cells (counter line); Potency, µM (titrated, usually from 46.1 µM), without a hit: at the highest dose activity, negative = toxicity, usual class: cytotoxic; 360,000 tested, 2% active; HT-1080 IDH1 knockdown viability, ATP luminescence, 48 h;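 note: potency is the fitted concentration of half-maximal effect; 0% = DMSO wells and -100% = cell-free medium wells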
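HT-1080-IDH1KD cells (IDH1 knocked down), 750/well in RPMI with 5% FBS, treated with compound 48 h at 37 degrees C. Viability by CellTiter-Glo luminescence, normalised to DMSO and no-cell wells; concentration-response curves classed.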
KB-3-1 cytotox = KB-3-1 parental cell cytotoxicity; KB-3-1 viability, CellTiter-Glo ATP luminescence, 72 h; Potency, µM (titrated, usually from 46.1 µM), inactives show at the top dose activity change, negative = cytotoxic, most hits filed as cytotoxic; 400,000 tested, 1.4% active; AID 1347075; note: potency is the fitted concentration of half-maximal effect; % is set by controls: 0 for no effect and ±100 for the full control effect; nearly all actives have a fitted effect of over 60% in size
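Cytotoxicity measured as CellTiter-Glo luminescence after 72 h at 37 C. Compound titrations were pinned onto drug-naive KB-3-1 parental adenocarcinoma cells grown in DMEM with 10% FBS, and normalized data fitted to concentration-response curves.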
HT1080NT lethal = kills 2HG-producing HT-1080-NT fibrosarcoma cells; AID 686970; 360,000 tested, 1.6% active; HT-1080-NT fibrosarcoma viability, CellTiter-Glo ATP luminescence, 48 h; Potency, µM (highest dose often 46.1 µM), for the others: top-dose activity, negative = less viability, hits mostly cytotoxic;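 note: NT is the 2HG producing partner of a matched IDH1 knockdown line; potency is the fitted concentration of half-maximal effect; 0% = DMSO-treated cells and -100% = media-only wells without cells; nearly all actives have a fitted effect of over 55% in size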
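Compounds were tested in concentration-response format on HT-1080-NT cells for 48 hours at 37 degrees C. Cell viability came from CellTiter-Glo luminescence; curves were classified by r2, response magnitude and activity.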
ATXN2 expr inh = inhibitors of ATXN2 expression. Potency, µM (highest dose often 57 µM), inactives show at the highest dose activity change, negative = inhibition, actives largely listed as inhibitors. 360,000 tested, 0.72% active. HEK-293 ATXN2-luciferase reporter, luminescence, 24 h; note: potency is the fitted concentration of half-maximal effect; % is set by controls: 0 for no effect and ±100 for the full control effect; nearly all actives have a fitted effect of over 55% in size
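ATXN2-luciferase reporter cells (luciferase flanked by upstream and downstream ATXN2 gene portions) were treated 24 h at 37 °C with compounds at up to 57 uM. SteadyGlo luminescence gave expression; GF-AFC fluorescence gave viability.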
MCF10A rereplic = inducers of DNA re-replication in MCF 10A breast cells; MCF 10A DNA re-replication, Hoechst nuclear intensity, 48 h; Potency, µM (series often up to 46.1 µM), for the others: at the top dose activity, positive = re-replication, hits mostly activators; 350,000 tested, 2.9% active; note: potency is the fitted concentration of half-maximal effect; % of control where 0% means no effect; nearly all actives have a fitted effect of over 50% in size
SW480 rerep = induces DNA re-replication in SW480 colon adenocarcinoma cells; SW480 DNA re-replication, Hoechst DNA content imaging, 48 h; Potency, µM (series often up to 46.1 µM), for the others: at the top dose re-replication activation, hits mostly activators; 340,000 tested, 1.8% active; note: potency is the fitted concentration of half-maximal effect; % of control where 0% means no effect; nearly all actives have a fitted effect of over 55% in size
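Image-based read-out: total Hoechst fluorescence of nuclei (405 nm excitation, 500-530 nm emission), with hits raising the fraction of high-intensity nuclei. SW480 colon cells incubated 48 hr with compounds at 37 C.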
IL1B secr inh = inhibitors of inflammasome signaling (IL-1 beta secretion); THP-1 LPS/ATP IL-1B secretion, AlphaLISA, 16 h; stronger effect = lower value; activity change, % at 57.5 µM; 360,000 tested, 4.7% active; AID 743279; in the data active = activity change below about -50%; inconclusive = mostly about -30% to -49%; note: % is set by controls: 0 for no effect and ±100 for the full control effect
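Secreted IL-1B measured by AlphaLISA bead assay after 16 h compound exposure of THP-1 cells; compounds (final up to 57.5 uM) added 1 h before LPS (250 ng/mL) and ATP (1.25 mM) stimulation; lower signal means less secretion.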
S2 tox = cell viability loss in ATXN counter-screen; S2 cells (HEK-293 line with an ATXN2-luciferase reporter) viability, CellTiter-Fluor protease fluorescence, 24 h; Potency, µM (top dose mostly 56.7 µM), hits mostly cytotoxic; 400,000 tested, 0.49% active; AID 651635; note: potency is the fitted concentration of half-maximal effect; nearly all actives have a fitted effect of over 40% in size
Active calls of the source: *; i = inactive; ? = inconclusive; . = no result given; & = joins results of further samples; [ ] = another dose, or the depositor's remark. Unless noted, calls come from the whole dose curve; as a rule, active = well fitted curve in the direction sought with a large enough effect; inconclusive = small, poorly fitted or top-dose-only effect, or another doubt; inactive = no such curve, though single readings can be large; an effect the other way counts as inactive or inconclusive.

Order of results – HT1080NT lethal	HepG2 tox	HT1080 IDH1KD tx	ATXN2 expr inh	IL1B secr inh	KB-3-1 cytotox	S2 tox	SW480 rerep	MCF10A rereplic
#1 Cc1cc(/C=C2/SC(=O)N(CC(=O)N3CCCC3)C2=O)ccc1N1CCOCC1
→ 2%	3%	0%	6%	-24	10%	i	1%	-1%
#2 CCOC(=O)/C(=N\Nc1cccc(C(F)(F)F)c1)N1CCOCC1
→ 0%	0%	-2%	12%	19	-15%	i	-87%[inhibitor]	-11%
#3 COc1ccc(C(CNC(=O)CNC(=O)c2ccc(F)cc2)N2CCCC2)cc1 (stereo unspecified)
→ 9%	6%	7%	5%	-13	11%	i	5%	-1%
#4 COc1ccc(Cn2nnnc2C(c2cc3cccc(C)c3[nH]c2=O)N2CCN(C)CC2)cc1 (stereo unspecified)
→ 9%	-7%	2%	.	-2	0%	i	-79%[inhibitor]	-1%
#5 COc1ccc(-c2nnc3ccc(SC)nn23)cc1
→ -3%	0%	?	-12%	0	-2%	?	-4%	2%
#6 CC(C)C[C@@H](CC#N)N1CCN(CCc2ccccc2)CCC1=O
→ 9%	-7%&-23%	10%	1%	30	0%&11%	i	6%	4%
#7 Cc1ccc(NCCC(=O)c2ccc(Cl)c(Cl)c2)cc1
→ -5%	2%	-29%	3%	-1	-24%	i	?	20%
#8 O=C(Nc1ccc(OC(F)(F)F)cc1)c1ccccc1-n1cnnn1
→ 1%	-15%	-2%	2%	-29	7%	i	-28%	-3%
#9 CCOC(=O)c1c(C)[nH]c(C(=O)OCC(=O)c2ccccc2)c1C
→ 4%	2%	4%	103%[activator]	-13	18%	i	-4%	5%
#10 CCCCOc1ccc(S(=O)(=O)n2c(C)nc3ccccc32)cc1
→ ?	-14%	-4%	4%	1	?	i	0%	1%
#11 COc1ccccc1N(C)S(=O)(=O)c1ccc(C)c(C(=O)NCc2ccccn2)c1
→ 0%	-3%	11%	-14%	-17	-5%	i	-15%	-4%
#12 CCOCc1c(C(=O)NC2=Nc3ccccc3NC(CC)=C2C(=O)OCC)oc2ccccc12
→ ?	-7%	?	-28%	-10	?	i	21µM*	10µM*
#13 COc1ccc(OCC(O)CNC(=O)c2sccc2Cl)cc1 (stereo unspecified)
→ 15%	15%	9%	27%	-14	7%	?	2%	-2%
#14 Cc1ccc(-n2nc(C)c3c2OC(N)=C(C#N)C3c2ccc(F)cc2)cc1 (stereo unspecified)
→ -9%	-6%	1%	1%	5	4%	i	2%	4%
#15 COc1ccc(NC(=O)CC2SC(=Nc3ccccc3)NC2=O)cc1 (stereo unspecified)
→ -3%	-24%	-2%	129%[activator]	-25	1%	i	1%	7%
#16 Cc1cc(Cl)ccc1NC(=O)CN1C(=O)NC2(CCCC2)C1=O
→ -6%	0%	4%	21%	-1	?	i	-8%	6%
#17 COc1ccccc1-c1coc2cc(O)cc(O)c2c1=O
→ 0%	4%	2%	15%	8	0%	i	0%	7%
#18 O=C(Nc1ccc(S(=O)(=O)N2CCCCC2)cc1)c1ccc(CN2CCc3ccccc3C2)cc1
→ ?	0%	?	-35%	-3	?	i	?	?
#19 O=C(OCc1nnc(-c2ccc(Cl)cc2)o1)c1ccc(O)cc1
→ 21%	5%	-18%	-16%[11.3 µM]	35	5%	i	-1%	11%
#20 COCCNC(=O)C1Cc2cc(S(=O)(=O)N3CCCC3)ccc2N1C(C)=O (stereo unspecified)
→ -2%	12%	-3%	-8%	3	-16%	i	?	-1%

Some of the entries so far, with tabs.
cpd	structure	HT1080NT lethal	HepG2 tox	HT1080 IDH1KD tx	ATXN2 expr inh	IL1B secr inh	KB-3-1 cytotox	S2 tox	SW480 rerep	MCF10A rereplic
8	O=C(Nc1ccc(OC(F)(F)F)cc1)c1ccccc1-n1cnnn1	1%	-15%	-2%	2%	-29	7%	i	-28%	-3%
9	CCOC(=O)c1c(C)[nH]c(C(=O)OCC(=O)c2ccccc2)c1C	4%	2%	4%	103%[activator]	-13	18%	i	-4%	5%
10	CCCCOc1ccc(S(=O)(=O)n2c(C)nc3ccccc32)cc1	?	-14%	-4%	4%	1	?	i	0%	1%
11	COc1ccccc1N(C)S(=O)(=O)c1ccc(C)c(C(=O)NCc2ccccn2)c1	0%	-3%	11%	-14%	-17	-5%	i	-15%	-4%
12	CCOCc1c(C(=O)NC2=Nc3ccccc3NC(CC)=C2C(=O)OCC)oc2ccccc12	?	-7%	?	-28%	-10	?	i	21µM*	10µM*
13	COc1ccc(OCC(O)CNC(=O)c2sccc2Cl)cc1 (stereo unspecified)	15%	15%	9%	27%	-14	7%	?	2%	-2%

The results go on.
Order of results – HT1080NT lethal	HepG2 tox	HT1080 IDH1KD tx	ATXN2 expr inh	IL1B secr inh	KB-3-1 cytotox	S2 tox	SW480 rerep	MCF10A rereplic
#21 COc1ccc2nc(C)cc(N3CCC(C(N)=O)CC3)c2c1
→ 1%	3%	15%	8%	-18	?	i	-6%	-4%
#22 NC(=S)NN=C1CCCCCCCCCC1
→ 5%	-35%	-6%	?	-1	?	?	-4%	?
#23 O=C(c1ccc(Cl)cc1)N1CCC(O)(CSc2ccccc2)CC1
→ -14%	-22%	-3%	-5%	25	-8%	i	-3%	3%
#24 O=C(Nc1ccccc1Cl)ON=C1c2ccccc2-c2ccccc21
→ -14%	-30%	-30%	20%	-17	9%	i	-2%	20%
#25 COc1ccc(N2CCN(C(=O)c3ccc(S(=O)(=O)N4CCOCC4)cc3)CC2)cc1
→ 5%	-23%	-4%	-3%	-10	-15%	i	-1%	4%
#26 CCC1(C2=CCCCC2)C(=O)NC(=S)N=C1N (stereo unspecified)
→ 21%	4%	26%	1%	10	-2%	i	-13%	-19%
